Bioassay records from PubChem.
TLR4 MyD88 comp: inhibitors of TLR4-MyD88 association in cells, primary screen, cell-based, HeLa CL3-4, BLA complementation, FRET ratio. Toll-like receptor 4 (Homo sapiens) + Myeloid differentiation primary response protein …. HeLa CL3-4 TLR4/MyD88 BLA complementation. inhibition, % at 8.4 µM. hit rate 0.18% among 200,000. AID 861, 2007; in the data active = inhibition above about 25%;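 also: 0% = vehicle and 100% = reference inhibitor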
Diaph act CS: compounds boosting diaphorase resazurin reduction – biochemical, uHTS, resorufin fluorescence, counter-screen for diaphorase-coupled primary assays, primary screen | hit rate 0.005% among 190,000 | AID 1229, 2008 | activation factor at 20 µM | Diaphorase/resazurin coupled assay, 16 min; active compounds read high; 1 = vehicle wells, 0 = NADH-free wells;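 active = diaphorase activity raised at least twofold by the compound at 20 µM; inactive = activation factor below 2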
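Test system: Clostridium kluyveri diaphorase, purified enzyme; input: enzyme 0.07 U/mL final; buffer or medium: 50 mM HEPES pH 7.4 with 4.542 mM MgCl2, 0.005% Tween 20; also added: 0.114 mM NADH and 0.1 mM resazurin, final amounts; schedule: 16 min enzyme reaction, ambient temperature; technique: fluorescence of resorufin, 544 nm excitation, 590 nm emission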
APP 5'UTR act: activators of APP 5'UTR luciferase reporter, primary screen, SH-SY5Y cells; SH-SY5Y APP 5'UTR luciferase reporter, luminescence; zero percent = DMSO vehicle wells; hit rate 1% among 190,000; activation, % at 2 µM;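 active = activation above a set limit, based on mean plus 3 SD of controls, cut at about 140% in these data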; also: values of inactives mirror those of a sister screen read the other way
FLuc inhib CS: firefly luciferase enzyme inhibitors, primary screen, artefact control for luciferase-based inhibitor screens, biochemical, luminescence, ATPLite. 10 min. Luciferin 4-monooxygenase (Photinus pyralis), P08659. AID 1006, 2008. hit rate 1.5% among 200,000. inhibition, % at 10 µM;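 active = inhibition above about 50% when tested at 10 µM, limit read from the data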
Target sequence (P08659 whole entry, looked up): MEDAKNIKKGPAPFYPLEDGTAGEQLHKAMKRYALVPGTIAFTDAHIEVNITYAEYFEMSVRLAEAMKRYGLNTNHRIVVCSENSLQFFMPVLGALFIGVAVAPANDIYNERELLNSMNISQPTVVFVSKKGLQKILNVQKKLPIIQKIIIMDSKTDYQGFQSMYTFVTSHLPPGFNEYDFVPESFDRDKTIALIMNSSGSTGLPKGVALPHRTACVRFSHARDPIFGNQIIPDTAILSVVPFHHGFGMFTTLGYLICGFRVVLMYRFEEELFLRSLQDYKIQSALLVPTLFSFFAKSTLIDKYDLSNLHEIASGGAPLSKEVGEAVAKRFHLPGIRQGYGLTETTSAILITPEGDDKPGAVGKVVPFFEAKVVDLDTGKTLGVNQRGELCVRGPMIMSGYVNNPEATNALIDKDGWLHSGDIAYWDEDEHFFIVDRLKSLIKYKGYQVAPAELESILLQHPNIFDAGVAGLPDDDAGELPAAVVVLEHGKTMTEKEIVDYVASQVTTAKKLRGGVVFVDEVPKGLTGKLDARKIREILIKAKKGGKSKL
NF-kB neuron act: activators of NF-kB expression in neurons, primary screen, cell-based, HTS | human neuronal cells, NF-kB reporter expression; active compounds read high | fold change at 12.5 µM | hit rate 1.6% among 190,000 | AID 1239, 2008; in the data active = fold change above about 3.3
Diaph inh CS: diaphorase inhibitors and chemical oxidizers, primary screen, counter-screen for diaphorase-coupled primary assays, biochemical, uHTS, resorufin fluorescence; diaphorase resazurin-to-resorufin fluorescence, NADH, 16 min; bacterial (C. kluyveri) enzyme, not human; inhibition, % at 20 µM; hit rate 0.69% among 190,000;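 active = primary screen inhibition at 20 µM above a set limit, cut at about 50% in these data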;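 also: plate controls were DMSO with full reaction for no effect and wells lacking NADH for full effect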
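System: Bacterial diaphorase enzyme (C. kluyveri) | Incubation: 16-min room-temperature incubation before reading | Benchmarks: No-NADH positive control and DMSO neutral control | Measured by: Resorufin fluorescence 544/590 nm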
FLuc act counter: FLuc activators, initial screening, artefact control for FLuc-dependent activation tests, biochemical, ATPlite luminescence; Luciferin 4-monooxygenase (Photinus pyralis), P08659; ATPlite luciferase biochemical, 10 min; 0 = ATP-free wells, 1 = DMSO control; activation factor at 10 µM; 200,000 tested, under 10 active;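 active = luciferase activation factor, scaled between plate controls, of at least 2 with compound at 10 µM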
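System: Luciferase/luciferin detection reagent, cell-free biochemical luciferase assay | Medium: PBS buffer for ATP | Dosing: Test compounds dosed from 2 mM stocks in 100% DMSO | Timing: 10 min at ambient temperature | Signal: Luminescence measurement of luciferase light output | Evaluation: Luciferase activation, seen as luminescence increase over controls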
G6PDH counter: L. mesenteroides G6PDH inhibitors, counter-screen for G6PDH-coupled screening assays, biochemical, Leuconostoc mesenteroides enzyme. glucose-6-phosphate dehydrogenase [Leuconostoc mesenteroides]. Purified L. mesenteroides G6PDH, diaphorase/resazurin coupled fluorescence, 45 min. inhibition, % at 5 µM. hit rate 0.12% among 200,000; in the data active = inhibition above about 50%
APP transl inh: inhibitors of APP translation via 5'UTR reporter, primary screen, APP 5'UTR luciferase, SH-SY5Y cells | inhibition, % at 2 µM | hit rate 0.82% among 190,000 | SH-SY5Y APP 5'UTR-luciferase reporter, luminescence;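 active = inhibition above a set limit, derived from the sample mean plus 3 SD, cut at about 45% in these data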; also: values of inactives mirror those of a sister screen read the other way
STAT1 act: STAT1 signaling activators, primary screen, cell-based, HTS, luciferase reporter; NIH 3T3 STAT1-luciferase reporter, IFN-gamma, luminescence; 100% = IFN-gamma alone, no compound; activation (% of control), % at 5.5 µM; hit rate 2.6% among 200,000;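 active = activation above the screen-wide mean activation plus 3 SD, cut at about 130% in these data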;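 also: raw ratio to IFN-gamma control signal so 100% means no change and 0% no light; values of inactives mirror those of a sister screen read the other way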
Numbers without * were called inactive; · = not tested or not shown; & = joins results of further samples.

SMILES	TLR4 MyD88 comp	Diaph act CS	APP 5'UTR act	FLuc inhib CS	NF-kB neuron act	Diaph inh CS	FLuc act counter	G6PDH counter	APP transl inh	STAT1 act
O=C1[C@@H]2Cc3c([nH]c4ccccc34)[C@@H](c3ccccc3)N2C(=O)[C@@H]2Cc3c([nH]c4ccccc34)[C@@H](c3ccccc3)N12	-3	1.1	-4	-3	1.6	-14	1	15	4	104
C=CCS/C(=N\n1cnc2ccccc2c1=O)N1CCCCC1	5	0.9	15	-6	1.8	13	1.1	-1	-15	114
CC(=O)Nc1nc(CC(=O)c2ccccc2)cs1	·	0.9	·	-8	·	8	1.1	-4	·	·
COc1cc(/C=C(\C#N)C(=O)NC2CCCCC2C)ccc1OS(=O)(=O)c1ccc(C)cc1 (stereo not drawn)	8	0.8	15	-6	1	24	1.1	-14	-15	101
COC(=O)CC1SC(=O)NC1=Nc1cccc(C)c1 (stereo not drawn)	-11	1	4	1	1	2	1	3	-4	100
Cc1nc2ccc(S(=O)(=O)NCC(=O)N3CCc4ccccc43)cc2s1	-2	0.9	-1	-6	0.91	7	1.1	3	1	112
Cc1cc(C(=O)CSc2nnc(-c3cccs3)n2Cc2ccccc2)c(C)n1C	-7	0.9	8	-1	0.85	14	1	3	-8	92
C=CCn1cc(C(=O)OC)c(=O)c2cc(S(=O)(=O)N3CCCCCC3)ccc21	-8	0.9	-10	-1	0.88	11	1	12	10	102
CC(C)CCn1nnnc1C(c1ccc(F)cc1)N1CCN(C(=O)c2ccco2)CC1 (stereo not drawn)	16	0.9	-4	-6	0.95	15	1.1	-5	4	96
CN(C)CCNC(=S)NC1CCCCC1	-18	0.9	-6	-4	1	14	1	8	6	93

Molecules shown so far that have two or more sulfur atoms:
SMILES	TLR4 MyD88 comp	Diaph act CS	APP 5'UTR act	FLuc inhib CS	NF-kB neuron act	Diaph inh CS	FLuc act counter	G6PDH counter	APP transl inh	STAT1 act
Cc1nc2ccc(S(=O)(=O)NCC(=O)N3CCc4ccccc43)cc2s1	-2	0.9	-1	-6	0.91	7	1.1	3	1	112
Cc1cc(C(=O)CSc2nnc(-c3cccs3)n2Cc2ccccc2)c(C)n1C	-7	0.9	8	-1	0.85	14	1	3	-8	92

Carrying on:
SMILES	TLR4 MyD88 comp	Diaph act CS	APP 5'UTR act	FLuc inhib CS	NF-kB neuron act	Diaph inh CS	FLuc act counter	G6PDH counter	APP transl inh	STAT1 act
Cc1ccc([N+](=O)[O-])cc1S(=O)(=O)N1CCC(C)CC1	7	0.8	-9	-1	1.1	24	1	14	9	101
Cc1ccc(OCc2nnc(SCc3cc(=O)[nH]c4ccccc34)n2-c2ccccc2)cc1	4	0.8	-1	-5	0.7	24	1.1	2	1	107
C=CCn1c(O)c(N=NC(=O)OCC)c2ccccc21	2	0.9	-13	-2	1.1	7	1	1	13	101
CCOc1ccc(-n2c(Cc3cc(=O)[nH]c(=O)[nH]3)nnc2SCC(=O)Nc2nnc(C)s2)cc1	5	1	9	-3	1.1	-3	1	-4	-9	105
COc1cc(C2C3=C(CC(c4ccco4)CC3=O)Nc3ccccc3N2C(C)=O)cc(OC)c1OC (stereo not drawn)	-2	0.9	-5	-6	1	13	1.1	6	5	98
COc1ccc(NC(=O)C2CCCN2C(=O)Oc2ccccc2)cc1 (stereo not drawn)	-5	1.1	-13	-1	1	-15	1	15	13	97
Cc1nc2nc[nH]n2c(=O)c1NC(=O)CC12CC3CC(CC(C3)C1)C2	9&-15	1&1	-3&15	-3&-9	0.98&1.1	1&4	1&1.1	2&2	3&-15	99&103
CCc1ccc(-c2cc(C(=O)N/N=C/c3ccco3)[nH]n2)cc1	14	0.9	8	40	1.7	12	0.6	2	-8	116
COc1ccc(-c2csc(N3CCN(c4cc(C)nc5ccccc45)CC3)n2)cc1OC	2	0.7	9	-4	1.1	26	1	3	-9	97
COc1ccc(C(=O)N/N=C/c2ccc(OC)c(CN3CCc4cc(OC)c(OC)cc4C3C)c2)cc1 (stereo not drawn)	-12	1.1	16	4	0.5	-14	1	-2	-16	102
O=C(O)c1nc(N2CCOCC2)nc(N2CCOCC2)n1	-1	0.9	-10	-7	1.6	13	1.1	16	10	94
CCOC(=O)c1c(C)[nH]c(C)c1C(=O)COC(=O)CNC(=O)C1CCCCC1	-1	1	-21	-6	1.1	-2	1.1	4	21	102
O=S(=O)(NCc1ccco1)c1ccc2c(c1)Cc1ccccc1-2	4	0.9	3	-1	1.2	7	1	-6	-3	99
N#CCSc1nnc(-c2sc3ccccc3c2Cl)o1	0	0.9	81	8	1.6	10	0.9	-5	-81	108
COc1ccc(Cl)cc1S(=O)(=O)N1CCN(C(=O)COc2ccccc2)CC1	-9	0.9	10	-11	1	8	1.1	-6	-10	97
O=C(COC(=O)C1CCN(C(=O)c2ccc(Cl)cc2)CC1)NC1CCS(=O)(=O)C1 (stereo not drawn)	-7	1	-1	-5	1	-2	1.1	5	1	97
CCOC(=O)CN(C(=O)Cn1nnc(-c2ccc(OC)cc2)n1)C(C(=O)NC1CCCC1)c1ccc(F)cc1 (stereo not drawn)	0	0.8	11	-8	1.1	22	1.1	4	-11	105
CSC(=NCc1cccnc1)NS(=O)(=O)c1cccs1	-4	0.3	-3	-9	1.1	74*	1.1	2	3	102
CC(=O)c1ccc(NC(=O)c2ccc3nc(-c4ccco4)c(-c4ccco4)nc3c2)cc1	-4	0.5	-31	9	0.37	55*	0.9	22	31	102
O=C(CN1CCN(c2ncccn2)CC1)NCCC1=CCCCC1	5	0.9	4	-9	1.1	12	1.1	2	-4	100

The last 5 entries of the part above come first, to join the parts:
SMILES	TLR4 MyD88 comp	Diaph act CS	APP 5'UTR act	FLuc inhib CS	NF-kB neuron act	Diaph inh CS	FLuc act counter	G6PDH counter	APP transl inh	STAT1 act
O=C(COC(=O)C1CCN(C(=O)c2ccc(Cl)cc2)CC1)NC1CCS(=O)(=O)C1 (stereo not drawn)	-7	1	-1	-5	1	-2	1.1	5	1	97
CCOC(=O)CN(C(=O)Cn1nnc(-c2ccc(OC)cc2)n1)C(C(=O)NC1CCCC1)c1ccc(F)cc1 (stereo not drawn)	0	0.8	11	-8	1.1	22	1.1	4	-11	105
CSC(=NCc1cccnc1)NS(=O)(=O)c1cccs1	-4	0.3	-3	-9	1.1	74*	1.1	2	3	102
CC(=O)c1ccc(NC(=O)c2ccc3nc(-c4ccco4)c(-c4ccco4)nc3c2)cc1	-4	0.5	-31	9	0.37	55*	0.9	22	31	102
O=C(CN1CCN(c2ncccn2)CC1)NCCC1=CCCCC1	5	0.9	4	-9	1.1	12	1.1	2	-4	100
O=C(OCC(=O)c1c[nH]c2ccccc12)c1ccc(Br)o1	-5	0.8	20	-3	2.2	16	1	-3	-20	99
COc1ccc(OC)c(S(=O)(=O)Nc2ccc(C(C)=O)cc2)c1	15	0.9	-5	-7	1	13	1.1	1	5	93
CCC(=O)NC(c1ccc(C)cc1)c1cc([N+](=O)[O-])c2cccnc2c1O (stereo not drawn)	6	0.7	-26	-4	1.2	29	1	37	26	90
COC(=O)c1ccc(NC(=O)C2CCCN2S(=O)(=O)c2ccc(F)cc2)cc1 (stereo not drawn)	4	0.9	-1	-7	1.6	6	1.1	-2	1	102
CC(=O)Nc1cccc(N2C(=O)CCC2=O)c1	2	0.9	-1	-3	1.2	14	1	6	1	102
Cc1nnc(NC(=O)CSC2=NN3CCCC(=O)N=C3S2)s1	-19	0.8	18	0	0.99	17	1	-1	-18	105
O=C(NC(=S)Nc1ccccc1N1CCCCC1)c1cccs1	-10	0.8	16	-3	1.4	15	1	1	-16	102
CCCCCCCCCCCCCCCC(=O)NCCc1c[nH]c2ccccc12	-5	1	-3	-5	1.1	-3	1.1	10	3	98
Cc1ccc(Cl)c(OC(=O)Cn2cnc3c2c(=O)n(C)c(=O)n3C)c1	-2	1	4	-5	1.3	0	1.1	4	-4	102
Fc1c(F)c(F)c(CSc2nc3ccccc3[nH]2)c(F)c1F	2	0.8	23	-4	1.4	16	1	0	-23	110
COC(=O)CC(NC(=O)c1ccc(C)cc1)c1ccccc1 (stereo not drawn)	8	1	31	65*	1	-2	0.3	4	-31	109
Clc1ccc(C(c2nnnn2C2CCCC2)N2CCN(c3nc4ccccc4s3)CC2)cc1 (stereo not drawn)	3	·	9	·	·	·	·	·	-9	100
CN(c1ccccc1C(N)=O)S(=O)(=O)c1ccccc1	5	1	11	-8	1.2	3	1.1	2	-11	97
O=C(O)CCN1CCc2ccccc2C1c1cccs1 (stereo not drawn)	-6	0.9	1	-3	1	8	1	-4	-1	103
CC1CCCC(NC2CCCCNC2=O)C1 (stereo not drawn)	-20	1	2	-9	1.3	4	1.1	5	-2	102
CCOC(=O)c1c(NC(C)=O)sc2c1CCC(C=NCCCN(CC)CC)=C2Sc1ccccc1	0	·	-8	·	·	·	·	·	8	93
CC1(C)Cc2c(sc3nc4n(c(=O)c23)CCC4)CO1	2	0.9	34	1	0.61	8	1	-9	-34	95
Cc1ccccc1CN(c1ccc(C(=O)NCc2ccccn2)cc1)S(C)(=O)=O	-21	0.9	15	-8	1	7	1.1	8	-15	104
CN1CCN(Cc2cc(=O)oc3ccc(Cl)cc23)CC1	8	0.8	-6	-5	1.2	17	1	3	6	102
CCCn1c(=O)[nH]c(=O)c2c1nc(-c1ccc3c(c1)OCCO3)n2CCN1CCOCC1	0	0.9	4	-3	0.95	6	1	1	-4	109
COc1ccc(C(=O)C2CCN(C(=S)NCCc3ccc(OC)c(OC)c3)CC2)cc1	-3	1	-11	8	0.97	-4	0.9	-1	11	95
NCc1ccc2[nH]c(=O)[nH]c2c1	-2	1	19	-4	1.1	3	1	4	-19	101

As a short view, some entries already given.
SMILES	TLR4 MyD88 comp	Diaph act CS	APP 5'UTR act	FLuc inhib CS	NF-kB neuron act	Diaph inh CS	FLuc act counter	G6PDH counter	APP transl inh	STAT1 act
COc1ccc(NC(=O)C2CCCN2C(=O)Oc2ccccc2)cc1 (stereo not drawn)	-5	1.1	-13	-1	1	-15	1	15	13	97
Cc1nc2nc[nH]n2c(=O)c1NC(=O)CC12CC3CC(CC(C3)C1)C2	9&-15	1&1	-3&15	-3&-9	0.98&1.1	1&4	1&1.1	2&2	3&-15	99&103
CCc1ccc(-c2cc(C(=O)N/N=C/c3ccco3)[nH]n2)cc1	14	0.9	8	40	1.7	12	0.6	2	-8	116

The order is random; overall some 5.6% were active at least once.
